Screening results from PubChem.
Tb PGK inh – T. brucei PGK inhibition | P07378 | PGK/GAPDH coupled, Kinase-Glo luminescence, 60 min | Potency, µM (highest dose often 57.5 µM), for inactives: at the highest dose activity change, negative = inhibition, most hits filed as inhibitors | 0.043% of 380,000 active | AID 602233; further: on the % scale 0 is the no-effect control and ±100 the full control effect; nearly all actives have a fitted effect of over 60% in size
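Recombinant glycosomal PGK reaction used 1,3-bisphosphoglycerate generated in-well by GAPDH (100nM final) in 100mM TEA pH 7.6, 5mM MgCl2, 0.01% Tween-20. After 60 minutes at room temperature, ATP was read by Kinase-Glo Plus luminescence end-point.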
ERG-DNA inh – ERG Ets/DNA interaction inhibition; P11308; fluorescence polarization, His-ERG Ets domain / labelled DNA; Potency, µM (titrated, usually from 76.9 µM), for inactives: at the highest dose FP activity, negative = inhibition, actives largely listed as inhibitors; 0.028% of 370,000 active; AID 624246; active means well fitted inhibition curve with a large enough effect in the polarisation, with a control signal flat; inconclusive means small, poorly fitted or top-dose-only effect, or effect the other way, or a change in a side signal; inactive means no such curve, though single readings can be large or run the other way; the % refers to the polarisation;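 further: polarization taken with two DNA probes labelled with fluorescein and Texas red; % of control where 0% means no effect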
Target sequence (P11308 whole entry, looked up, the tested form may be a part): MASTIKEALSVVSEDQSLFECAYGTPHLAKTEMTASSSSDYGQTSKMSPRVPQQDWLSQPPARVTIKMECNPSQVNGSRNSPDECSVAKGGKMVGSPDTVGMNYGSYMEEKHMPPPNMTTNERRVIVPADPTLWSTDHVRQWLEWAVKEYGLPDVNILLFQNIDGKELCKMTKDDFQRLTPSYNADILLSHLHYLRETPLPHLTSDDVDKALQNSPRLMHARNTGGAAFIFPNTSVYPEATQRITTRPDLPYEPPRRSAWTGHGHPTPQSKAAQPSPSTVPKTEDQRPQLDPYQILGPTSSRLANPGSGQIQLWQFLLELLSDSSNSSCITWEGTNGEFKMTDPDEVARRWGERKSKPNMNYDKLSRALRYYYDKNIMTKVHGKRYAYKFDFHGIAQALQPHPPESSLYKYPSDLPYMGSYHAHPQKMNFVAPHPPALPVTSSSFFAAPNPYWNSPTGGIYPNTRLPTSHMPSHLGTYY
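His-tagged ERG Ets domain (1 uM in the protein solution; 300mM KCl, 50mM Tris-HCl, 1mM EDTA, 1mM DTT, pH 7.5) received compound, then a probe mix of 5 nM fluorescein-DNA and 100nM Texas-615-DNA. Fluorescence polarization was read for both dyes.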
HP1b binding inh – blocks HP1-beta chromodomain binding to methylated histone tails; Potency, µM (doses to about 114 µM), inactives show top-dose activity change, negative = inhibition, hits mostly inhibitors; AlphaScreen HP1-beta / biotin-H3K9me3 peptide binding; 0.56% of 390,000 active; further: nearly all actives have a fitted effect of over 70% in size; inactives centre near 23
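HP1-beta protein (50 nM final) preincubated 30 min at room temperature with biotinylated H3(1-18)K9me3 peptide (50 nM) in PBS pH 7.4, 0.01% Tween-20, then compound added for 30 min. AlphaScreen streptavidin donor/nickel chelate acceptor beads (10 ug/mL final), 30 min dark, luminescence read.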
JMJD2A Tudor – blocks the human JMJD2A Tudor domain; O75164; AlphaScreen JMJD2A-Tudor / H3K4me3 peptide binding; Potency, µM (highest dose often 114 µM), without a hit: at the top dose activity change, negative = inhibition, most hits filed as inhibitors; 4.4% of 390,000 active; AID 504339; further: on the % scale 0 is the no-effect control and ±100 the full control effect; nearly all actives have a fitted effect of over 50% in size
Pin1 inh – human Pin1 inhibition; Q13526; Pin1 FP peptide displacement, HiFluor488, 10 min; Potency, µM (titrated, usually from 115 µM), for inactives: top-dose activity, negative = inhibition, actives largely listed as inhibitors; 0.009% of 390,000 active; AID 504891; active means well fitted inhibition curve with a large enough effect in the polarisation, with a control signal flat, not every such curve was filed as active; inconclusive means small, poorly fitted or top-dose-only effect, or effect the other way, or a change in a side signal; inactive means no such curve, though single readings can be large or run the other way; the % refers to the polarisation; further: on the % scale 0 is the no-effect control and ±100 the full control effect
12-LOX inh – ALOX12 (human) lipoxygenase inhibition; purified 12hLO, xylenol orange hydroperoxide absorbance; Potency, µM (highest dose often 108 µM), inactives show at the top dose activity change, negative = inhibition, usual class: inhibitors; 1.1% of 580,000 active; further: on the % scale 0 is the no-effect control and ±100 the full control effect
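Purified human 12hLO (150 nM final) in 25 mM Hepes, 0.01% Triton X-100, pH 7.0 was preincubated 15 min at room temperature with compound. Then 40 uM arachidonic acid was added, 30 min. Hydroperoxide was read by Fe-XO absorbance ratio 573/405 nm.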
GLS inhibitor – blocks human kidney-isoform glutaminase activity; AID 624170; GLS enzymatic activity, qHTS titration; 0.21% of 410,000 active; Potency, µM (titrated, usually from 45.5 µM), for inactives: at the highest dose activity change, negative = inhibition, usual class: inhibitors; further: on the % scale 0 is the no-effect control and ±100 the full control effect
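hKGA in 45 mM KH2PO4 (pH 8.2), 0.02% Tween-20 with compound, then 1mM L-Glutamine (stock as added) plus glutamate oxidase/HRP/Amplex red coupling mix. Fluorescence read initially and after 30 min at RT; signal change reflects glutamate formation.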
TrxR1 inh – rat TrxR1 inhibition; O89049; recombinant rTrxR1, NADPH fluorescence consumption, selenite substrate; Potency, µM (series often up to 114 µM), for inactives: top-dose activity change, negative = inhibition, hits mostly inhibitors; 1% of 390,000 active; AID 588453; further: on the % scale 0 is the no-effect control and ±100 the full control effect; nearly all actives have a fitted effect of over 65% in size
Target sequence (O89049 whole entry, looked up): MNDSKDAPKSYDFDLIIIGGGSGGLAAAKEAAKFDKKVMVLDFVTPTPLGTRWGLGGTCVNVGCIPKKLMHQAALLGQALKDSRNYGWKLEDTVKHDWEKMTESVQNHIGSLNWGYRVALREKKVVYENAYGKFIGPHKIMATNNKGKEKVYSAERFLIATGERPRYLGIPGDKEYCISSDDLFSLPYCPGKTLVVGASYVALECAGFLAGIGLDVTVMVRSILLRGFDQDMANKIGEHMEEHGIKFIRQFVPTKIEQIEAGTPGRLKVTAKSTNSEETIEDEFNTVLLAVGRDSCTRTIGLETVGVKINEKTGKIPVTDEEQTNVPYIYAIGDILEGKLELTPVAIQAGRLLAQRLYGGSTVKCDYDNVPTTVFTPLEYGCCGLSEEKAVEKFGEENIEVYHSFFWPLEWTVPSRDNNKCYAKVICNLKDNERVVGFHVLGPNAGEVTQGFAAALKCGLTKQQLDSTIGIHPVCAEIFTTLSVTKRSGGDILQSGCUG
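Rat TrxR1 (90 nM in the dispensed reagent) was pre-reduced with 400 uM NADPH for 5 min at room temperature, then incubated with compound for 15 min. After 400 uM selenite was added, NADPH fluorescence (Ex 340/Em 450 nm) was followed for 8 min.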
RGS4 inh – human RGS4 inhibition; P49798; Transcreener GDP fluorescence polarization, RGS4-accelerated GTP hydrolysis; Potency, µM (highest dose often 114 µM), for inactives: top-dose activity change, negative = inhibition, most hits filed as inhibitors; 0.039% of 390,000 active; AID 504845; further: on the % scale 0 is the no-effect control and ±100 the full control effect; nearly all actives have a fitted effect of over 75% in size; some results filed as inactive show a strong effect at the top dose
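MLSMR compounds (23 nl, pin-transferred) preincubated 10 min at room temperature with a 500nM (2x) first reagent, then RGS4 at 900nM (2x) plus Transcreener GDP mix added; fluorescence polarization (620/688 nm) read before and after 90 min at 30 °C.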
Numbers without * were called inactive; i = inactive; ? = inconclusive; . = no result given; [ ] = another dose, or the depositor's remark. Unless noted, the call rests on the fitted dose curve; in most records, active means well fitted curve in the direction sought with a large enough effect; inconclusive means small, poorly fitted or top-dose-only effect, or another doubt; inactive means no such curve, though single readings can be large; an effect the other way counts as inactive or inconclusive. Potency means the concentration at half of the fitted maximal effect. Some of the compounds tested. The share of hits here may be higher or lower than overall.

SMILES | Tb PGK inh | ERG-DNA inh | HP1b binding inh | JMJD2A Tudor | Pin1 inh | 12-LOX inh | GLS inhibitor | TrxR1 inh | RGS4 inh
O=C(O)c1cccc(NC(=O)c2ccc3c(c2)C(=O)N(C2CCCCC2)C3=O)c1 | -2% | -3% | 23% | -17% | 2% | 0% | -22% | -8% | 0%
CC(=O)Nc1ccc(NC(=O)CSc2nnc(-c3cc(C)[nH]n3)n2N)cc1 | -3% | 4% | 46%[activator] | -16% | -2% | -9% | 0% | 27% | -5%
CC(=O)OCC#CCSc1nc2ccccc2n1C | -2% | -8% | 40%[activator] | 2% | -2% | -5% | 1% | -16% | -13%
CCC(C)NC(=O)C1=CC(c2ccc3c(c2)OCO3)=NS(=O)(=O)N1C (stereo unspecified) | 7% | -10% | 50%[activator] | -4% | -1% | ? | 0% | 3% | 0%
CCCC(=O)Nc1nc(C)c(C(C)=O)s1 | -6% | -8% | 36% | 4% | -1% | ? | -11% | 8% | 2%
CCn1c(C(=O)O)c(CC(=O)Nc2ccccc2OC)c2ccccc21 | -4% | 8% | 24% | -11% | 1% | 20% | 8% | 17% | 8%
O=C(CN1C(=O)NC2(CCCCC2)C1=O)Nc1ccccc1N1CCCC1 | -2% | 11% | 28% | -10% | 1% | ? | 17% | -6% | -26%
Cc1ccnc(N2C(=O)c3ccccc3C2=O)c1 | 1% | 7% | 19% | -4% | 7% | 0% | 2% | -3%[57.1 µM] | 2%
CS(=O)(=O)N1CCc2cc(-c3csc(NC(=O)C(c4ccccc4)c4ccccc4)n3)ccc21 | -3% | . | -11% | -24% | 24% | ? | 16% | 47% | -33%
CCCCN1CC(=O)N2[C@H]3c4ccccc4OC[C@@H]3[C@H](C(=O)OCC)[C@]2(C)C1=O | -9% | -1% | 45%[activator] | -18% | -12% | -16% | 3% | 5%[57.1 µM] | -13%
COc1ccc(NC(=O)CN2CCC(NC(=O)C3CCCCC3)CC2)cc1 | -8% | -1% | 1% | -6% | 3% | -2% | 23% | 17% | 6%
O=C(NCc1ccc(F)cc1)c1c(O)c2cccc3c2n(c1=O)CCC3 | 2% | -1% | 34% | -9% | -7% | -5% | 6% | -8%[57.1 µM] | -19%
Cc1nc2sc(C(c3cccc(F)c3)N3CCOCC3)c(O)n2n1 (stereo unspecified) | 0% | 23% | 37% | -4% | ? | 0% | -1% | -10% | 33%
O=C(CSc1n[nH]c(-c2ccncc2)n1)Nc1ccc(Cl)c(Cl)c1 | 1% | 12% | 30% | -9% | -1% | ? | 13% | 2% | -8%
Cc1cccc(C(=O)O/N=C/c2ccc(Br)cc2)c1 | i | 6% | 76%[activator] | 87%[activator] | 2% | -9% | -6% | 7%[57.1 µM] | 4%
Cc1[nH]n(-c2ccccc2)c(=O)c1CCOC(=O)c1ccc(C(F)(F)F)cc1 | 5% | -11% | 11% | -10% | 2% | 0% | 13% | ? | 30%
CCC1=NC(c2ccc(OC)c(OC)c2)N(O)C1(C)C (stereo unspecified) | . | -5% | 19% | ? | -3% | -5% | 41%[activator] | 25% | ?
CCOC(=O)c1c(NC(N)=O)nc2n1CCC2 | 2% | -12% | 30% | -2% | -5% | 4% | 1% | 2% | 11%
Cc1ccc(CCNC(=O)c2ccc(CNS(=O)(=O)c3ccc(F)cc3)cc2)cc1 | -5% | -2% | 20% | -5% | 1% | -18% | -1% | 27%[57.1 µM] | -25%
O=C(NCC(c1ccco1)N1CCOCC1)c1ccc([N+](=O)[O-])cc1 (stereo unspecified) | -3% | -16% | 74%[activator] | -1%[11.4 µM] | -9% | 7% | -4% | 14% | -2%[11.4 µM]
Cc1cc2ccccc2c(=O)n1CC(=O)NCC1COc2ccccc2O1 (stereo unspecified) | -3% | 0% | 9% | -3% | 5% | 0% | 9% | -9% | 41%
O=C(NNC(=O)c1ccccc1Br)c1ccccc1Cl | 0% | -1% | 23% | -16% | 2% | 8% | 5% | 15% | 2%
COCc1ccc(C(=O)N(C)CC2CCCN(CCc3ccc(OC)cc3)C2)o1 (stereo unspecified) | 0% | 10% | 24% | -23% | -13% | -19% | 10% | 11% | 19%[11.4 µM]
CCCCC(=O)Nc1cc(C)c2c(=O)oc3ccccc3c2n1 | 3% | 9% | 71%[activator] | -17%[11.4 µM] | 11% | 0% | -7% | 7%[57.1 µM] | -9%[11.4 µM]
CC(=O)c1ccc(NC(=O)C(C)OC(=O)c2ccc(Br)o2)cc1 (stereo unspecified) | -5% | -2%[15.4 µM] | 25% | -3% | 6% | -21% | 0% | -15% | -51%
Cc1cc(C(F)F)n2nc(C(=O)Nc3c(F)cc(F)cc3Br)nc2n1 | -1% | -6% | 13% | ? | 0% | ? | 8% | 0%[57.1 µM] | -8%
CCCn1nc(C(=O)NC2CCCC2)c2ccccc2c1=O | -1% | 6% | 66%[activator] | -12% | -3% | -7% | -5% | 19% | -15%
Cc1oc(-c2cccc(Br)c2)nc1Cn1c(=O)cc(-c2ccccc2)c2c(C)nn(C)c21 | ? | -9% | 52%[activator] | -4% | 7% | -10% | 1% | 14%[57.1 µM] | -1%
CCCC(=O)Nc1cccc(NC(=O)c2ccc3c(c2)OCO3)c1 | -1% | 3% | 43%[activator] | -14% | -6% | 0% | -14% | 0% | 28%
Cc1ccc(C(=O)N/C(=C\c2ccc(Cl)cc2)C(=O)NC2CCCCC2)cc1 | i | -4% | 47%[activator] | -6% | 1% | 0% | -4% | -14% | 15%
NS(=O)(=O)c1ccc(CCNC(=O)CN2CCCCC2)cc1 | 9% | -6% | 37% | -9% | -2% | 2% | 0% | 15% | -2%
COc1cc(CNCc2ccccc2Cl)ccc1OCC(=O)NC1CCCCC1 | -5% | 0% | 23% | -26% | 1% | 0% | 5% | 29% | -9%
O=C1CN(c2ccc(F)cc2)C(=S)N1c1ccccc1 | -13% | 3% | 0% | -2% | -1% | 31%[activator] | ? | 0%[57.1 µM] | -16%
CN(Cc1c(F)cccc1Cl)C(=O)CCc1c[nH]c2ccccc12 | i | 7% | -17% | ? | -1% | -28% | 3% | 14% | -5%
COc1ccc(OC)c(NC(=O)c2cc(-c3ccc(C)cc3O)n[nH]2)c1 | -4% | 8% | 12% | -16% | 28% | 0% | 0% | -9% | 2%
CC(C)c1ccc(/C=N/NC(=O)c2nnn(-c3nonc3N)c2CN2CCOCC2)cc1 | -8% | -1% | 14%[57 µM] | -10% | 0% | -7% | 14% | 4% | 4%
O=C(C1CCN(S(=O)(=O)c2ccccc2)CC1)N1CCN(c2ccccc2)CC1 | -1% | 0% | 2% | -14% | 4% | -18% | 0% | 31% | 26%
Cc1ccc(NC(=O)/C(C#N)=C/c2cc(C)n(-c3ccc(Br)cc3)c2C)cc1C | -4% | 11% | 40%[activator] | -9% | 10% | -11% | -5% | -2% | 5%
O=C(NNS(=O)(=O)c1ccc(Br)cc1)c1csnn1 | 7% | 4% | -4% | ? | -16% | ? | 27% | 0%[57.1 µM] | -21%
CCC(Sc1ncnc2sc(C)c(C)c12)C(=O)OC (stereo unspecified) | -13% | -10% | 65% | -20% | 19% | 5% | 7% | -32% | 37%
CC(CC1C(C#N)=C(N)OC2=C1C(=O)CCC2)c1ccccc1 (stereo unspecified) | -3% | 3% | 11% | -13% | 15% | 0% | 23% | ? | 24%
COc1ccc(/C=C/C(=O)NCC(=O)N/N=C(/C)c2ccc(Cl)cc2)cc1 | -9% | 0% | 18% | -23% | 11% | -1% | 2% | 23% | -19%
COc1ccc(-n2c(C)c3c(OC)cccc(=O)c3c2C)cc1 | i | . | -15% | -33% | 13% | ? | 8% | -13% | 5%
COCC(=O)NC1CCCCCC1 | 13% | -5% | 8% | -7% | 1% | 27% | 0% | 1%[57.1 µM] | 22%
O=C(O)c1cc(NN=Nc2cccc(S(=O)(=O)O)c2)cc([N+](=O)[O-])c1 | -1% | -4% | 51%[activator] | -14% | 0% | -4% | -2% | -1% | 41%
O=C(O)c1cccc(NC(=S)NC(=O)c2ccc3ccccc3c2)c1 | -4% | -1% | 15% | -30% | -7% | ? | 22% | ? | ?
Cc1cc(C)n(-c2nc(NCCCN(C)C)c3c4c(sc3n2)COC(C)(C)C4)n1 | 1% | 0% | 9% | -14% | 7% | 46% | 37%[activator] | 11%[2.29 µM] | 11%
Nc1nc(-c2ccco2)nn1C(=O)c1ccc(Cl)cc1 | -8% | -8% | 49%[activator] | 0% | -8% | 60%[activator] | -2% | 2% | -19%
CC(=O)c1ccc2c(c1)C1C=CCC1C(c1ccc(S(=O)(=O)N3CCOCC3)cc1)N2 (stereo unspecified) | -5% | -1% | 6% | -32% | ? | ? | 10% | 50µM* | -25%
CC(C)Oc1ccc(CNC(=S)N/N=C/c2cccnc2)cc1 | -3% | -4% | 19% | -12% | -2% | -9% | 20% | -14% | -4%
Cc1ccc(S(=O)(=O)NCCN2CCN(S(=O)(=O)c3ccccc3Cl)CC2)cc1 | 1% | -7% | 29% | -16% | 4% | -10% | 0% | ? | -7%

Shown with two lines to a compound: two of the compounds above.
Results follow in this order: Tb PGK inh, ERG-DNA inh, HP1b binding inh, JMJD2A Tudor, Pin1 inh, 12-LOX inh, GLS inhibitor, TrxR1 inh, RGS4 inh
O=C(O)c1cc(NN=Nc2cccc(S(=O)(=O)O)c2)cc([N+](=O)[O-])c1
  -1%, -4%, 51%[activator], -14%, 0%, -4%, -2%, -1%, 41%
O=C(O)c1cccc(NC(=S)NC(=O)c2ccc3ccccc3c2)c1
  -4%, -1%, 15%, -30%, -7%, ?, 22%, ?, ?
